mouse IAP activators = mouse intestinal phosphatase enzyme activation – biochemical, luminescence, single concentration, confirmation (AID 434970); purified mouse IAP, CDP-Star luminescence, 30 min; active compounds read low; activity change, negative = activation, % at 10 µM; 2.9% of 11,000 active; in the data active means activity change below about -85%;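 further: percent relative to enzyme plus DMSO wells and wells without enzyme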
mouse IAP activators Fold change = second read-out of mouse IAP activators, no call of its own (marks repeat the call); activation factor; measured here: IAP activation factor; active compounds read high;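 fold luminescence change scaled to plate control wells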
An asterisk follows results filed as active. This is a subset, so the mix of outcomes need not match the whole.

Values in the order: mouse IAP activators, mouse IAP activators Fold change
COc1ccc(C2CC(c3cccc(F)c3)=NN2c2ccc(S(N)(=O)=O)cc2)cc1 (stereo unspecified)
  -67, 1.7
Cc1ccc(CC(NC(=O)C2CCCCC2)C(=O)O)cc1 (stereo unspecified)
  -7, 1.1
Cc1c(Cl)cccc1NC(=S)NCCC(C)C
  -19, 1.2
COc1ccc(NC(=O)NC23CC4(C)CC(C)(CC(C)(C4)C2)C3)cc1OC
  -65, 1.6
COc1ccc(CCNC(=O)CC2Nc3cc(C)c(C)cc3NC2=O)cc1OC (stereo unspecified)
  6, 0.94
Cc1ccc(S(=O)(=O)N2CCOCC2)cc1C(=O)NCc1ccc2c(c1)OCO2
  9, 0.91
CCC(C(=O)NCCC(C)C)n1ccc2cc(S(=O)(=O)N3CCCCC3)ccc21 (stereo unspecified)
  -159*, 2.6*
NC(=O)CSc1nnc(CNc2ccc(F)cc2)n1CC1CCCO1 (stereo unspecified)
  -9, 1.1
CCOc1ccc(S(=O)(=O)Nc2ccc(O)c(Sc3ncn[nH]3)c2)cc1
  62, 0.38
COc1ccc2[nH]c3c(c2c1)CCN1C(=O)C(CC(=O)NCCC2=CCCCC2)C[C@H](C(=O)N2CCOCC2)[C@@]31C (stereo partly specified)
  -4, 1
CC1CCCC(C)N1C(=O)c1ccccc1Nc1ccc(SC(F)F)cc1 (stereo unspecified)
  9, 0.91
O=C(O)C1C2C=CC(C2)C1C(=O)N1CCN(CCO)CC1 (stereo unspecified)
  6, 0.94
COc1ccc(-c2c(C)cc3oc(=O)cc(-c4ccccc4)c3c2C)cc1C=O
  1, 0.99
CN1C(=O)/C(=C/c2cc(N=Nc3ccccc3)ccc2O)SC1=S
  25, 0.75
COCCCN1C(=O)c2ccc(C(=O)Nc3ccccc3OC)cc2C1=O
  10, 0.9
CCC(=O)N(Cc1cc2cc(OC)ccc2[nH]c1=O)c1cccc(C)c1
  1, 0.99
C=CCN=C1SCC(=O)N1S(=O)(=O)c1ccccc1
  -10, 1.1
OC[C@@H]1[C@@H](c2ccc(Cl)cc2)C(c2cccc(Cl)c2)=NN1c1ccccc1
  -120*, 2.2*
N#Cc1ccc(N[C@@H]2CCN3C(=O)c4ccccc4[C@@H]3C[C@H]2O)cc1
  6, 0.94
O=C1NC(c2ccccc2Cl)Nc2ccccc21 (stereo unspecified)
  2, 0.98
O=C(COc1ccc([N+](=O)[O-])cc1)NCc1ccccc1
  6, 0.94
Cc1ccc2c(c1)N(CC(=O)NCc1cccnc1)C(=O)CO2
  4, 0.96
COc1ccc(C2/C=C\CN(C(=O)c3ccccc3)CC(=O)N2Cc2cccc(F)c2)cc1 (stereo unspecified)
  -1, 1
COc1ccc(-n2c(SCC(=O)Nc3ccc4c(c3)OCO4)nnc2C(C)N2CCCCC2)cc1 (stereo unspecified)
  -2, 1
CC(=O)NCCSCCNC(C)=O
  2, 0.98
COc1cc2c(cc1OC)[C@@H](NC(=O)COc1ccccc1)[C@H](OCc1ccccc1)C2
  -7, 1.1
O=C(Nc1cccc(-c2cccc(Cl)c2)c1)C1CCN(Cc2ccc(CO)o2)CC1
  -161*, 2.6*
c1cnc2ccc(C(c3nnnn3C3CCCC3)N3CCN4CCCC4C3)cc2c1 (stereo unspecified)
  7, 0.93
O=C(O)CCCCCNC(=O)c1ccc(Br)cc1
  4, 0.96
COc1ccc2c(c1)OC(=O)CC2c1cc(OC)c(OC)c(OC)c1 (stereo unspecified)
  3, 0.97
Cc1cc(C)cc(NC(=O)CSc2nnc(-c3ccccc3)n2N)c1
  -2, 1
CCC(CC)NC(=O)Cc1ccc(S(=O)(=O)N2CCOCC2)s1
  -7, 1.1
Cc1ccc(C)c(C(=O)CSc2n[nH]c(-c3ccncc3)n2)c1
  -3, 1
CC1CCN(C(=S)c2ccccc2O)CC1
  16, 0.84
Cc1ccc(C(=O)N2c3ccc(F)cc3CCC2C)o1 (stereo unspecified)
  1, 0.99
CC(C)OC(=O)CSc1nc2cc3c(cc2cc1C#N)OCO3
  -3, 1
CCOC(=O)C1=C(CC)Nc2ccccc2N=C1NC(=O)Nc1ccccc1OC
  -12, 1.1
c1ccc2c(c1)[nH]c1c(N3CCN(C4CCCCC4)CC3)ncnc12
  -32, 1.3
COc1ccccc1C1CC(=O)Oc2cc(C)c(Cl)cc21 (stereo unspecified)
  7, 0.93
O=C(COC(=O)c1ccco1)NCc1ccco1
  11, 0.89
COc1cccc(-c2cc(C(=O)NCCCn3ccnc3)no2)c1
  2, 0.98
Cc1ccc(NC(=O)Nc2ccccc2F)cc1S(=O)(=O)N1CCOCC1
  -52, 1.5
CSc1cccc(NS(=O)(=O)c2ccc(F)cc2)c1
  9, 0.91
Cc1cc2c(c(=O)n1Cc1ccccn1)C(C(C)C)C(C#N)=C(N)O2 (stereo unspecified)
  -12, 1.1
O=C(N/N=C/c1ccc(OC(=O)c2ccccc2)cc1)c1ccc(CN2CCOCC2)cc1
  10, 0.9
O=[N+]([O-])c1ccccc1N/N=C\c1ccccc1Cl
  2, 0.98
O=C(NCc1ccco1)C(c1ccccc1)N(C(=O)Cc1cccs1)c1ccccc1F (stereo unspecified)
  2, 0.98
O=C1CC(c2ccccc2)c2ccc(O)cc2O1 (stereo unspecified)
  8, 0.92
Cc1ccc(S(=O)(=O)N2CCN(C(=O)c3cc(=O)[nH]c4ccccc34)CC2)c(C)c1
  13, 0.87
O=C(C1CCN(Cc2ccc(F)cc2)CC1)N(CCO)Cc1ccccc1
  -16, 1.2

Rewritten as comma-separated lines: part of the list above
SMILES,mouse IAP activators,mouse IAP activators Fold change
O=[N+]([O-])c1ccccc1N/N=C\c1ccccc1Cl,2,0.98
O=C(NCc1ccco1)C(c1ccccc1)N(C(=O)Cc1cccs1)c1ccccc1F (stereo unspecified),2,0.98
O=C1CC(c2ccccc2)c2ccc(O)cc2O1 (stereo unspecified),8,0.92

Further compounds follow:
Values in the order: mouse IAP activators, mouse IAP activators Fold change
Cc1cc(=O)oc2cc(OCC(=O)NCc3ccco3)ccc12
  10, 0.9
CCOC(=O)CC1C(=O)NCCN1S(=O)(=O)c1ccc(Cl)cc1Cl (stereo unspecified)
  3, 0.97
COc1ccc(CN(C)C(=O)Cn2cnc3c(NCc4ccccc4)ncnc32)cc1OC
  4, 0.96
O=C(NCc1cccnc1)/C(=C/c1ccco1)NC(=O)c1ccccc1
  3, 0.97
CCNC(=O)C1(c2ccccc2)CCCC1
  8, 0.92
COc1ccc(NC(=O)COC(=O)c2c3c(nc4ccccc24)CCCC3)cc1
  0, 1
O=C(CCCn1c(=O)[nH]c2ccsc2c1=O)N1CCN(c2ccccn2)CC1
  7, 0.93
Cc1ccc(CCNc2ccccc2)c[n+]1[O-]
  7, 0.93
Cc1nc2cc(O)ccc2n1C
  2, 0.98
O=c1nc(-c2ccccc2)cc(-c2ccccc2)[nH]1
  9, 0.91
CCc1ccc2oc(-c3cccc(N)c3)nc2c1
  8, 0.92
CCN1C(=O)[C@H]2[C@H]3CN=C(SCc4ccc(C)cc4)N3[C@@](Cc3ccccc3)(C(=O)OC)[C@H]2C1=O
  -1, 1
CCN(CC)C(=O)[C@H]1C[C@H](CC(=O)NCCCn2ccnc2)C(=O)N2CCc3c([nH]c4cc(CCC(=O)N(C)C)ccc34)[C@]12C
  4, 0.96
CCOC(=O)C1NC(=O)CC1c1ccccc1 (stereo unspecified)
  7, 0.93
Nc1nc(-c2cccs2)cs1
  52, 0.48
COc1cc(Nc2nc(-c3ccccc3)c3cc(C)ccc3n2)cc(OC)c1OC
  19, 0.81
O=C(CN1CCOCC1)Nc1ncccn1
  -9, 1.1
Cc1nn(C)c(C)c1C1Nc2ccccc2C(=O)N1O (stereo unspecified)
  5, 0.95
Cc1cc2ccccc2c(=O)n1CC(=O)NCC(=O)N(C)C1CCCCC1
  6, 0.94
Cc1ccc(C)c(N2CCN(C(=O)CCc3nc(-c4ccc(Cl)cc4)no3)CC2)c1
  -2, 1

Profiles as entered above. Screens in order: mouse IAP activators, mouse IAP activators Fold change
CCN(CC)C(=O)[C@H]1C[C@H](CC(=O)NCCCn2ccnc2)C(=O)N2CCc3c([nH]c4cc(CCC(=O)N(C)C)ccc34)[C@]12C reads 4, 0.96
CCc1ccc2oc(-c3cccc(N)c3)nc2c1 reads 8, 0.92
CCOC(=O)C1NC(=O)CC1c1ccccc1 (stereo unspecified) reads 7, 0.93
CCN1C(=O)[C@H]2[C@H]3CN=C(SCc4ccc(C)cc4)N3[C@@](Cc3ccccc3)(C(=O)OC)[C@H]2C1=O reads -1, 1
COc1cc(Nc2nc(-c3ccccc3)c3cc(C)ccc3n2)cc(OC)c1OC reads 19, 0.81

Following part
Values in the order: mouse IAP activators, mouse IAP activators Fold change
C#CCOCCOCCOCCNc1nc(N2CCN(C(=O)CCCCCCCCCCNC(=O)Cn3cc(CCCCCN)nn3)CC2)nc(N2CCN(C(=O)CCCCCCCCCCNC(=O)[C@H]([C@@H](C)CC)n3cc(CCCCCN)nn3)CC2)n1
  -267*, 3.7*
CCn1c(CSc2nc3ccccc3s2)nnc1SCC(=O)c1ccc2c(c1)OCCO2
  4, 0.96
COc1ccc2nc(NC(=O)c3ccc(Br)s3)sc2c1
  1, 0.99
COc1cccc(C2N(c3ccccn3)C(=O)C3CCCN32)c1OC (stereo unspecified)
  5, 0.95
CCOC(=O)c1cc2sc(C)cc2n1CC(=O)N(CC)CC
  1, 0.99
CCC(C)C(NC(=O)C1CCC(C)CC1)C(=O)NC(CCSC)C(=O)OC (stereo unspecified)
  -6, 1.1
Cc1cccc(NC(=O)NC2CCCc3ccccc32)c1 (stereo unspecified)
  -236*, 3.4*
CC[C@]12c3[nH]c4ccc(Cl)cc4c3CCN1C(=O)[C@@H](CC(=O)NCCC1=CCCCC1)C[C@@H]2C(=O)N1CCN(C(=O)c2ccco2)CC1
  -8, 1.1
CCOC(=O)CSc1nc2cc(OC)ccc2cc1C#N
  -8, 1.1
O=C(NC1(C(F)(F)F)Oc2ccccc2O1)N1CCCC1
  18, 0.82
CCOC(=O)N1CCN(c2ccc(F)cc2[N+](=O)[O-])CC1
  3, 0.97
Cc1nn(C)cc1CNC(=O)c1cccc(Br)c1
  -12, 1.1
Cn1nc(OCc2ccccc2)ccc1=O
  5, 0.95
CN(C)C=Nc1ccc2nn(-c3ccccc3)nc2c1
  4, 0.96
C/C(=N\NC(=O)C1CCCC1)c1ccc(Cl)c(Cl)c1
  -19, 1.2
CC(/C=C/c1ccccc1)=N/NC(=O)c1cnccn1
  -5, 1.1
CCN(c1cccc(C)c1)c1nc2ccsc2c(=O)s1
  5, 0.95
Cc1ccc(C(=O)Nc2nnn(C)n2)cc1
  -10, 1.1
O=C1C2CCCN2C(c2ccccc2F)N1c1ccc(Cl)cc1 (stereo unspecified)
  -4, 1
Cc1nc2cc(C(F)(F)F)ccc2n1C1CCN(C(=O)N2CCOCC2)CC1
  -1, 1

The last two records of the section above are carried over, then new ones follow:
Values in the order: mouse IAP activators, mouse IAP activators Fold change
O=C1C2CCCN2C(c2ccccc2F)N1c1ccc(Cl)cc1 (stereo unspecified)
  -4, 1
Cc1nc2cc(C(F)(F)F)ccc2n1C1CCN(C(=O)N2CCOCC2)CC1
  -1, 1
Cc1ccccc1OCC(=O)N/N=C/c1ccco1
  8, 0.92
CCN(CC)C(=O)CSc1nnc([C@H](Cc2c[nH]c3ccccc23)NC(=O)OC(C)(C)C)o1
  5, 0.95
O=C(Nc1ccc(Cl)c(C(F)(F)F)c1)NC1CC2CCCC(C1)N2Cc1ccccc1 (stereo unspecified)
  -669*, 7.7*
C/C(N)=C(/C#N)C(=O)CSc1nc(C2CCCCC2)n(-c2ccccc2)n1
  0, 1
CCC(C)(C(=O)NC1CCCC1)N(C(C)=O)c1ccc(C)cc1 (stereo unspecified)
  9, 0.91
COc1cccc(Nc2nc(C)cc(C)c2C#N)c1
  0, 1
CSc1nc(N2CCCC2)c2c(c1C#N)CC(C)(C)OC2
  -1, 1
CCOCCCNc1nc(=S)[nH]c2cc(OC)c(OC)cc12
  8, 0.92
CCOC(=O)C1=CN(Cc2ccco2)S(=O)(=O)NC1CC (stereo unspecified)
  0, 1
O=C(COC(=O)c1cccc(S(=O)(=O)N2CCOCC2)c1)Nc1nc(-c2ccccc2Cl)cs1
  11, 0.89
COc1ccc(C2OC(=O)CC2C(=O)NC2CCCC(C)C2C)cc1OC (stereo unspecified)
  -13, 1.1
CC(OC(=O)c1cccs1)C(=O)NCC1CCCO1 (stereo unspecified)
  -9, 1.1
CCOC(=O)c1cnc(SC)nc1Oc1cccc(NS(=O)(=O)c2ccc(Cl)cc2)c1
  12, 0.88
COc1ccc(CNCCS(=O)(=O)NN2CCOCC2)cc1
  -5, 1.1
Cc1nn(C/C(C#N)=N\O)c(C)[n+]1N
  4, 0.96
O=c1oc2ccccc2c2c1cnc1ccccc12
  2, 0.98
CCn1c(CC(=O)Nc2ccc(C)cc2)nnc1SCC(=O)NCc1ccccc1
  0, 1
CCCCNS(=O)(=O)CCNCc1ccco1
  13, 0.87
CC(C)C(c1nnnn1C1CCCCC1)N1CCc2ccccc21 (stereo unspecified)
  -4, 1
CC[C@]12c3[nH]c4ccc(OC)cc4c3CCN1C(=O)C(CC(=O)NCCCOC)C[C@@H]2C(=O)N1CCN(C(=O)c2ccco2)CC1 (stereo partly specified)
  2, 0.98
C=CCN1CCS(=O)(=O)N(Cc2ccccc2)[C@@H](C(C)C)C1=O
  3, 0.97
Cc1ccc(S(=O)(=O)N2C[C@@H]3[C@H]4CC[C@H](C4)[C@@H]3[C@@H](C)[C@@H]2c2cn(Cc3ccccc3)c3ccc(F)cc23)cc1
  3, 0.97
COc1cc(OC)c2c(-c3cccc(-c4ccc(O)cc4)c3)cc(=O)oc2c1
  -4, 1
Cc1ccccc1-n1c(SCC(=O)c2cc(C)n(C)c2C)nnc1-c1ccncc1
  -6, 1.1
c1ccc(COc2ccc(OCCCn3cncn3)cc2)cc1
  0, 1
COc1ccc(CNC(=O)c2ccc(C)o2)cc1
  9, 0.91
O=C(CCCCCn1c(=O)[nH]c2ccsc2c1=O)NCc1ccc2c(c1)OCO2
  9, 0.91

Compound activity deposited in PubChem BioAssay by Sanford-Burnham Center for Chemical Genomics.
